UTI89 phage lysis: inhibition of K1F phage lysis, E. coli UTI89, bacterial capsule biogenesis inhibitors, alamar blue (AID 488966) | E. coli UTI89 K1F phage lysis, alamar blue, 2 h; higher % means a stronger effect | inhibition, % at 100 µM; hits with a dose series show IC50 in µM | actives 0.02% (n = 340,000);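 active = phage lysis inhibition, versus mean bacterial control, above a set limit; inconclusive = no clear call, values can overlap the other calls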;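 note: capsule biogenesis inhibitors block K1F phage lysis so surviving cells raise fluorescence; higher fluorescence means more inhibition of phage lysis; actives were called in the ten point dose series up to 300 µM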
Rac1 GTP hydrolysis: MgcRacGAP GTPase-activating activity inhibitors, confirmation, biochemical, ADP Hunter fluorescence; actives 0.6% (n = 340,000); AID 624330, 2012; MgcRacGAP-stimulated Rac1 GTP hydrolysis, ADP Hunter fluorescence; higher % means a stronger effect; GST-tagged Rac1 F28L mutant substrate; one-dose inhibition, % at 30 µM; IC50 in µM for titrated hits; Rac GTPase-activating protein 1 (Homo sapiens);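 active = first-screen hits whose inhibition reached a set limit at any dose in the follow-up dose series; inconclusive = inhibition above the set first-screen limit but never retested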;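 note: fluorescence reports GDP produced by GAP-driven GTP hydrolysis; strong numbers were not always called active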
NTR1 agonist: agonists of NTR1, primary screen, imaging, U2OS cells, beta-arrestin-GFP, high content (AID 493036); Neurotensin receptor type 1 (Homo sapiens), P30989; NTR1-U2OS beta-arrestin-GFP spot imaging, agonist mode; activation, % at 20 µM; actives 0.17% (n = 330,000);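 active = activation at or above 40% of the spot to cytoplasm intensity ratio, with at least 20 cells analyzed; inconclusive = wells under 20 cells, flagged as cytotoxic or low count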;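 note: 0% = DMSO without peptide and 100% = 100 nM NTR1 peptide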
Target sequence (P30989 whole entry, looked up): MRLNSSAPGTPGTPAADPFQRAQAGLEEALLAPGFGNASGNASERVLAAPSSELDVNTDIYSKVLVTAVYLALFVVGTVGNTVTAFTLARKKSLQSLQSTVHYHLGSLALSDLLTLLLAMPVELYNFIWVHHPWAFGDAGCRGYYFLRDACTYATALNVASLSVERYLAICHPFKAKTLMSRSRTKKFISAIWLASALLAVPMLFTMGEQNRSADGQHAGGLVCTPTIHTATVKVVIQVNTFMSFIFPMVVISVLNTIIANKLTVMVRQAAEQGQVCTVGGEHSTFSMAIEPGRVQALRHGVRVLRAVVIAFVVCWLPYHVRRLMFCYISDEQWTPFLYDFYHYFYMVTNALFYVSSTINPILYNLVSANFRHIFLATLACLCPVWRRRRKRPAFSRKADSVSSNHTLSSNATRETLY
Dengue-2 NS5 capping: Dengue-2 NS5 methyltransferase inhibitors, primary screen, biochemical, confirmation dose response (AID 588689); actives 0.3% (n = 340,000); Dengue-2 NS5 methyltransferase capping enzyme assay, biochemical; higher % means a stronger effect; inhibition, % at 25 µM, or IC50 in µM where a hit was titrated; in the data active = a potency from the dose series; inconclusive = inhibition above about 29% without an active follow-up result
AID2073: inhibitors of Mint1-CaV2.2 protein interaction, biochemical, HTRF (AID 2073); inhibition, % at 20 µM, or IC50 in µM where a hit was titrated; actives 0.19% (n = 290,000); HTRF protein-protein interaction, Mint1-CaV2.2; higher % means a stronger effect; in the data active = inhibition mostly above about 51%, no sharp cut-off; inconclusive = no clear call, values can overlap the other calls; inactive = mostly below about 53%; note: some results filed as inactive read as strong as hits
Large T inhibition: SV40 large T antigen inhibitors, biochemical (AID 1903) | SV40 large T antigen ATPase/helicase inhibition assay; higher % means a stronger effect | inhibition, % at 20 µM, or IC50 in µM where a hit was titrated | actives 0.39% (n = 310,000); in the data active = a potency from the dose series; inconclusive = inhibition mostly from about 32% at the one dose, without a potency; inactive = the rest, 99 in 100 with inhibition below about 32%; note: strong numbers were not always called active
West Nile virus CPE: West Nile virus antiviral activity, cell-based, CPE readout (AID 1621); West Nile virus-infected cells, CPE inhibition; higher % means a stronger effect; actives 0.02% (n = 290,000); one-dose CPE inhibition, % at 10 µM; IC50 in µM for titrated hits; in the data active = a potency from the dose series; inconclusive = CPE inhibition mostly from about 3.7% at the one dose, without a potency; inactive = the rest, 99 in 100 with CPE inhibition below about 2.2%; note: strong numbers were not always called active
Siah-1 displacement: Siah-1 peptide-binding antagonists, primary screen, biochemical, fluorescence polarization, rhodamine-plectin, uHTS (AID 1817). E3 ubiquitin-protein ligase SIAH1 (Homo sapiens). Siah-1 / rhodamine-plectin peptide fluorescence polarization; higher % means a stronger effect. one-dose displacement, % at 20 µM; IC50 in µM for titrated hits. actives 0.02% (n = 290,000);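 active = displacement of at least 50% at 20 µM, with a fluorescence ratio check between 0.3 and a set limit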;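 note: plate controls were Siah plus tracer with DMSO for no effect and tracer alone without Siah for full effect; strong numbers were not always called active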
RSV CPE inhibition: RSV antiviral activity via CPE protection, HEp-2 cells, primary 10 µM value included (AID 2391); HEp-2 cells, RSV-induced CPE inhibition; higher % means a stronger effect; one-dose CPE inhibition, % at 10 µM; IC50 in µM for titrated hits; actives 0.13% (n = 310,000); in the data active = a potency from the dose series; inconclusive = CPE inhibition mostly from about 23% at the one dose, without a potency; inactive = the rest, 99 in 100 with CPE inhibition below about 21%; note: strong numbers were not always called active
NTR1 agonist cell count 20 µM: recorded beside NTR1 agonist, whose call it bears; cell count; measured here: cell count, cytotoxicity flag
Dengue-2 NS5 capping pilot replicate: further read-out of Dengue-2 NS5 capping, marked with its call; inhibition, %; measured here: pilot screen replicate inhibition
* hit, by the source's call; ? = inconclusive; / = no result given; [ ] = dose if it differs, or a comment.

SMILES | UTI89 phage lysis | Rac1 GTP hydrolysis | NTR1 agonist | NTR1 agonist cell count 20 µM | Dengue-2 NS5 capping | AID2073 | Large T inhibition | West Nile virus CPE | Siah-1 displacement | RSV CPE inhibition | others
NNC(=O)c1cccn(Cc2ccc(Cl)cc2Cl)c1=O | 0.2% | 8% | 3.0 | 70 | -7% | 14% | 4% | -0.5% | 4% | 17%
CC(=O)Nc1ccc(S(=O)(=O)Oc2ccccc2N2C(=O)C3C4CCC(C4)C3C2=O)cc1 (stereo not drawn) | 0.0% | 3% | 0.2 | 70 | -12% | -2% | 8% | -1.1% | 0% | 2.9%
CCN(CC)CCn1c2c(c(SCC(=O)Nc3cc(C)on3)nc1=O)CCCC2 | 0.3%[50 µM] | 1% | 1.6 | 69 | 7% | / | 5% | / | / | -0.9%
O=C(Nc1cccc(Cl)c1)c1cc(F)cc2c1OCOC2 | 0.2% | 3% | 1.5 | 55 | 5% | 7% | 12% | -0.3% | 16% | 1.6%
COC(=O)c1c(N2C(=O)[C@H]3[C@@H](C2=O)[C@]2(C(=O)Nc4c(C)cccc42)N2CCC[C@@H]32)sc(C)c1C | 2.5% | 6% | 0.8 | 64 | -6% | -4% | 16% | -0.2% | 1% | 6.5%
CCOC(=O)C(C)Sc1ncnc2c1nnn2-c1ccc(F)cc1 (stereo not drawn) | 0.8% | 10% | 3.3 | 40 | -15% | -6% | 5% | -0.1% | 2% | 3.0%
Cc1cc(C(=O)COC(=O)Cn2cnc3c2c(=O)n(C)c(=O)n3C)c(C)n1C | 0.8% | 6% | -2.8 | 32 | 1% | 2% | 31% | 0.2% | 9% | -1.3%
O=c1[nH]nc(SCc2ccccc2Cl)n1-c1ccc2c(c1)OCCO2 | / | / | 0.4 | 46 | / | 16% | 11% | -0.6% | 6% | /
CC(=O)Nc1ccc2sccc2c1 | 0.7% | 7% | -0.1 | 54 | -7% | -4% | -2% | -0.5% | 5% | 1.5%
Cc1cccc(NC(=O)CCC(=O)Nc2nnc(C3CCCCC3)s2)c1 | 0.1% | -2% | -1.0 | 61 | -9% | 15% | -4% | 0.4% | -5% | 4.0%
CCCSc1nc2cc(S(=O)(=O)N3CCOCC3)ccc2n1CC | 0.0% | 8% | -1.8 | 46 | -1% | 16% | 9% | -0.4% | 2% | 1.9%
COc1ccc(CNC(=O)CN2CCC(NC(=O)c3ccc(OC)cc3)CC2)cc1 | -0.1% | -3% | 1.2 | 58 | -2% | -3% | / | -0.3% | -1% | /
CC(C#N)N1CCN(S(=O)(=O)c2ccc3c(c2)CCC3)CC1 (stereo not drawn) | 0.5%[50 µM] | 1% | 0.0 | 66 | -10% | / | / | / | / | -0.1%
O=C(CCCn1c(=S)[nH]c2ccccc2c1=O)N1CCCCC1 | 0.4% | 5% | 1.0 | 76 | -5% | -20% | 2% | -1.5% | 2% | -0.6% | Dengue-2 NS5 capping pilot replicate=-0.6
O=C(CSc1nc(O)cc(=O)[nH]1)N1c2ccccc2Sc2ccccc21 | / | / | 0.6 | 53 | / | -8% | ? | -0.2% | 2% | 1.4%
CCOC(=O)C1=C(O)C(=O)N(c2ccc(S(N)(=O)=O)cc2)C1c1cccc([N+](=O)[O-])c1 (stereo not drawn) | 0.2% | 0% | -0.5 | 55 | 3% | 0% | 10% | 0.9% | 4% | 3.7%
O=C(Cc1ccc(Cl)cc1)Nc1ccccc1CO | 5.3% | 3% | -0.3 | 55 | -4% | 3% | 2% | -0.2% | 0% | 1.7%
O=C(O)CP(=O)(O)O | -4.8% | 4% | 3.0 | 62 | -3% | -4% | 3% | 0.1% | -1% | -1.6%
Cc1ccc(S(=O)(=O)N2CCCCC2)cc1NC(=O)CNC(C)c1ccc(Cl)c(Cl)c1 (stereo not drawn) | -0.4%[50 µM] | -2% | -0.1 | 63 | -2% | / | / | / | / | 8.7%
CCOC(=O)N1CCN(CCC(=O)Nc2ccc(OC(F)(F)F)cc2)CC1 | 11% | 11% | 2.6 | 81 | -14% | 8% | 1% | 0.1% | 7% | 13%
O=C(Cc1ncc(C(F)(F)F)cc1Cl)N1CCN(c2ccc(F)cc2)CC1 | 0.3% | 5% | 2.0 | 61 | 3% | -1% | 20% | -0.7% | 4% | 0.4%
CC(=O)c1cc2c(cc1NC(=O)CSc1nnc(C)s1)OCO2 | 0.6% | 3% | -0.2 | 36 | 3% | 6% | -1% | 0.2% | -4% | -0.6%
Cc1ccc(S(=O)(=O)N(CC(=O)NCCSc2ccccn2)c2ccccc2F)cc1 | -0.1% | 6% | 1.2 | 60 | -1% | 0% | 6% | 0.7% | 12% | 1.5%
CC1(C)CC(=O)C(N=Nc2cccnc2)=C(O)C1 | 0.1% | -3% | -0.3 | 61 | 1% | -1% | 16% | 0.4% | 3% | 1.1%
Fc1ccc(-c2nc3nc4ccccc4nc3n2Cc2ccco2)cc1 | 0.1% | 1% | -1.0 | 42 | -3% | 10% | 4% | 0.4% | -9% | -0.3%
c1ccc2c(CCNc3ncnc4nc[nH]c34)cccc2c1 | 3.4% | 6% | 3.8 | 65 | 0% | -1% | 8% | 0.4% | 0% | 5.3%
COc1ccc(C2CC(c3ccccc3)=NN2C(=O)c2cccs2)cc1 (stereo not drawn) | 1.3% | 1% | 5.9 | 76 | -7% | 15% | 4% | -0.8% | 0% | 7.4%
COc1ccc(NS(=O)(=O)c2cc(N)ccc2N2CCCC2)cc1 | 1.8% | ? | 1.4 | 46 | 8% | / | / | / | / | /
O=C(CNC(=O)Cc1ccccc1)NCC(=O)OCC(=O)c1ccc(Cl)cc1 | -0.6%[50 µM] | -5% | 1.0 | 71 | -8% | 6% | -2% | -0.5% | 0% | 1.3%
Cc1ccc2nsnc2c1NC(=O)Cc1ccc(Cl)cc1 | -0.5% | 6% | 0.8 | 68 | -3% | 21% | 9% | -0.2% | 7% | -0.4%
Cc1ccc2c(cnn2C(=O)CCCC(=O)NCc2cccc(F)c2)c1 | 6.9% | -5% | -1.5 | 100 | -3% | -3% | 6% | 0.2% | 1% | 0.0%
O=S1(=O)N=C(N(CCO)/N=C/c2ccc(Cl)cc2)c2ccccc21 | 0.2% | 7% | 1.7 | 80 | -1% | 11% | 16% | -1.0% | 0% | 2.6%
CNc1snc(C)c1C(=O)OCC(=O)N(C)Cc1ccccc1 | 0.2%[50 µM] | 5% | 1.7 | 57 | 3% | / | / | / | / | 0.4%
CCNC(=O)C1CCN(S(=O)(=O)c2ccc(F)cc2)CC1 | 0.3% | 10% | -1.3 | 99 | 2% | -12% | 3% | 0.2% | 2% | 3.8%
Nc1c(C(=O)N/N=C/c2ccc(Cl)cc2)cnn1-c1ccccc1 | -1.3% | 15% | -1.1 | 50 | 2% | 2% | 7% | -0.2% | 8% | 0.1%
COc1ccccc1OCC(=O)N1CCN(S(=O)(=O)c2ccc(Cl)cc2)CC1 | 0.8%[50 µM] | 5% | 0.2 | 69 | -2% | / | / | / | / | /
CCC(NC(=O)Cc1c(C)c2ccc(OC)c(C)c2oc1=O)C(=O)NC(Cc1ccc(Cl)cc1)C(=O)O (stereo not drawn) | 4.5% | 2% | 2.4 | 93 | 5% | 20% | 10% | -0.1% | -4% | 0.6%
COc1ccc(CCNC(=O)COC(=O)COc2ccc(C#N)cc2)cc1 | 0.1% | 0% | -0.1 | 61 | -6% | 2% | 9% | 0.5% | -4% | -0.7%
CCOC(=O)c1c(-c2ccccc2)oc2ccc(O)c(CN3CCN(C)CC3)c12 | 0.7% | 14% | 9.7 | 45 | -12% | 20% | -6% | -1.6% | 7% | 14%
O=C(NNC(=O)c1cc(-c2ccncc2)nc2ccccc12)c1ccccc1F | 0.3%[50 µM] | 7% | -0.8 | 50 | 3% | / | / | / | / | 0.3%
CSc1nc2ccccc2cc1/C=C(\C#N)c1cccc(Cl)c1 | 0.5% | 14% | -1.0 | 46 | 3% | 1% | -1% | 1.5% | 2% | 2.2%
CCCCN(C)C(=O)c1ccc(CS(=O)(=O)c2ccccc2C)o1 | 2.1% | 3% | -0.2 | 55 | -7% | 1% | 3% | -1.2% | 0% | 0.1%
O=C(O[C@@H]1OC2COC(=O)c3cc(O)c(O)c(O)c3-c3c(cc(O)c(O)c3O)C(=O)O[C@@H]([C@H]1O)[C@@H]2O)c1cc(O)c(O)c(O)c1 | 0.9% | -81% | / | / | ? | 32% | ? | ? | -11% | -0.8%
O=C(CCCCCN1C(=O)c2ccccc2C1=O)Nc1ccc(S(=O)(=O)N2CCCCC2)cc1 | -0.6% | -6% | -2.0 | 50 | -3% | 2% | 4% | 1.8% | 3% | 18%
Cc1ccc2c(c1)c(C1=c3ccccc3=NC1=O)c(O)n2C | 0.1% | 9% | 5.8 | 65 | 1% | 27% | 7% | -2.1% | 3% | 1.8%
C/C(CCc1ccccc1)=N/NC(=O)C(=O)NC(C)c1ccccc1 (stereo not drawn) | 0.7% | 6% | 2.3 | 27 | -9% | -4% | 5% | -0.4% | 1% | 1.7%
CCN1C(=O)[C@H]2[C@@H](c3ccc(OC)cc3)N3C(=O)CN(CC4CC4)C(=O)[C@@]3(C)[C@H]2C1=O | 0.9% | 4% | -0.1 | 102 | -6% | 2% | 9% | -0.7% | 0% | 1.8%
COc1cccc(NC(=O)Cn2nnc(C(=O)Nc3ccccc3)c2N)c1 | -0.2% | 7% | 1.6 | 83 | -8% | 0% | -3% | 0.1% | 2% | -0.1%
OC(COc1ccccc1)Cn1c2ccccc2c2ccccc21 (stereo not drawn) | -1.9% | 8% | 32 | 46 | 3% | 8% | 1% | -1.1% | -2% | ?
CCOc1ccc(C2=Cc3cc(OC)c(OC)cc3C(=C(Cl)Cl)O2)cc1 | / | / | / | / | / | -6% | 8% | 0.7% | -5% | /
O=C(Nc1cccc(Cl)c1)N(CCN1CCOCC1)Cc1ccccc1F | 0.1% | 4% | 0.8 | 75 | -4% | 8% | 10% | 0.3% | -2% | 1.2%
Cc1sc(NC(=O)c2ccco2)c(C(c2cccnc2)N2CCN(C)CC2)c1C (stereo not drawn) | -0.9% | -5% | -0.7 | 95 | -4% | 33% | 3% | -0.5% | 3% | 0.1%

Assay outcomes as filed in PubChem.
